# Compound activity as filed in PubChem BioAssay.
# RORgamma inh: qHTS for inhibitors of ROR gamma transcriptional activity; Nuclear receptor ROR-gamma (Mus musculus), P51450; Drosophila S2 Gal4-RORgamma UAS-luciferase reporter, 20 h; Potency, µM (doses to about 53.6 µM), for the others: at the top dose activity change, negative = inhibition, actives largely listed as inhibitors; 310,000 tested, 5.4% active; note: potency is the fitted concentration of half-maximal effect; % is set by controls: 0 for no effect and ±100 for the full control effect; nearly all actives have a fitted effect of over 60% in size
#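 Read-out: Photinus luciferase luminescence; inhibitors lower reporter signal. Insect Schneider cells with Gal4-ROR gamma fusion under metallothionein promoter, UAS reporter; 700 uM final copper sulfate induction, 20 hr, ambient temperature.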
# BRCA1 expr act: qHTS Assay to Identify Small Molecule Activators of BRCA1 Expression. MCF7-BRCA1-FFLuc reporter, luminescence, 48 h; response scale: scaled: vehicle 0%, 10 µM genistein 100%. Potency, µM (highest dose often 46.1 µM), without a hit: at the top dose activation, actives largely listed as activators. 380,000 tested, 1.1% active. AID 624202, 2012; note: potency is the fitted concentration of half-maximal effect; nearly all actives have a fitted effect of over 80% in size; some results filed as inactive show a strong effect at the top dose
#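 First, MCF7-BRCA1-FFLuc cells (2000/well) attach for 2 h; next, compounds are pin-added and incubated 48 h at 37 °C; finally, luciferase reagent is added and luminescence read after 15 min.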
# NPC1 prom act: qHTS Assay for NPC1 Promoter Activators; Huh7 NPC1 promoter luciferase reporter, 24 h; Potency, µM (titrated, usually from 9.22 µM), inactives show top-dose activation, hits mostly activators; 320,000 tested, 2.4% active; AID 485313, 2010;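 note: potency is the fitted concentration of half-maximal effect; % of control where 0% means no effect; nearly all actives have a fitted effect of over 60% in size; reporter is driven by a mutant NPC1 promoter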
#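 Luminescence read-out of NPC1 promoter-driven luciferase in stably transfected Huh7 cells; compounds delivered in DMSO and left 24 h at 37C, 5% CO2, qHTS titration format.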
# ELG1 genotox: qHTS screen for small molecules that induce genotoxicity in human embryonic kidney (HEK293T) cells expressing luciferase-tagged ELG1 | HEK293T ELG1-luciferase reporter, luminescence, 16 h | Potency, µM (highest dose often 46 µM), for the others: at the highest dose activity change, positive = activation, actives largely listed as activators | 330,000 tested, 1.3% active | AID 504466, 2011; note: potency is the fitted concentration of half-maximal effect; % of control where 0% means no effect; nearly all actives have a fitted effect of over 60% in size
#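 16 hr compound incubation (37 °C, 5% CO2) of HEK293T cells carrying luciferase-tagged ELG1; luciferase then measured by ONE-Glo luminescence after 30 min at RT.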
# ELG1 repair inh: qHTS screen for small molecules that inhibit ELG1-dependent DNA repair in human embryonic kidney (HEK293T) cells expressing luciferase-tagged ELG1; HEK293T ELG1-luciferase reporter, luminescence, 16 h; DNA damage induced by 5-fluorouridine; 330,000 tested, 2.3% active; Potency, µM (doses to about 46.1 µM), inactives show at the top dose activity change, negative = inhibition, usual class: inhibitors; AID 504467, 2011; note: potency is the fitted concentration of half-maximal effect; % is set by controls: 0 for no effect and ±100 for the full control effect; nearly all actives have a fitted effect of over 55% in size
#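 In this reporter screen, reduction of luminescence relative to DMSO vehicle indicated activity. Compounds and 5-fluorouridine were added together to 2,000 cells per well, incubated for 16 hr at 37 °C, then developed with ONE-Glo.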
# TRPV1 ag: HTS Assay for Compounds that Act as Agonists of the Vanilloid Receptor 1; Transient receptor potential cation channel subfamily V member 1 (Homo sapiens), Q8NER1; 320,000 tested, 0.19% active; TRPV1-expressing cells, Fluo-8 calcium influx, agonist mode; activation, % at 8.33 µM; in the data active = activation above about 80%; inconclusive = between about 30% and that limit; note: 0% is about no effect
# Target sequence (Q8NER1 whole entry, looked up): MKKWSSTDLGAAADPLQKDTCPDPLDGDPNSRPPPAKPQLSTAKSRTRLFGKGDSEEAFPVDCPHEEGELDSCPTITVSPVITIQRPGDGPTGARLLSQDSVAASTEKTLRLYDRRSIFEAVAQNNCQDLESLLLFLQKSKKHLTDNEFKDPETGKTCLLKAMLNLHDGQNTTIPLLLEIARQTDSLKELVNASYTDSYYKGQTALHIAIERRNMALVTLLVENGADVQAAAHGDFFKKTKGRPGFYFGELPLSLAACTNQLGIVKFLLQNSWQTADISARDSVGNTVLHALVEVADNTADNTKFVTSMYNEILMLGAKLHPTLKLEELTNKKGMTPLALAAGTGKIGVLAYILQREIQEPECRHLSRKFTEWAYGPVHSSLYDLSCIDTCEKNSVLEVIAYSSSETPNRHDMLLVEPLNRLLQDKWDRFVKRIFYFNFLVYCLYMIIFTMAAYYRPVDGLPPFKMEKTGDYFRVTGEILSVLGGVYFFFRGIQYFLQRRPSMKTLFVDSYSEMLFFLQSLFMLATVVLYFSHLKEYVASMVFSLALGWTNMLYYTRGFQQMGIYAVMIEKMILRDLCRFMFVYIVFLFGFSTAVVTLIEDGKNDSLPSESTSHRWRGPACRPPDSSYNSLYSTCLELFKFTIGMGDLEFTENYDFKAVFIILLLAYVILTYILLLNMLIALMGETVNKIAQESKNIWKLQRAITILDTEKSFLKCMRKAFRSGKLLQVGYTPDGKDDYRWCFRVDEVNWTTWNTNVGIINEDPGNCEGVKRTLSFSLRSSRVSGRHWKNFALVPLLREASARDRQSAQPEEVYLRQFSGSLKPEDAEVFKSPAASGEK
#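 Cells expressing TRPV1 were dye-loaded with Fluo-8 and read kinetically: 10 s baseline, 3 min after compound (agonist portion), then 2 min after EC20 capsaicin (allosteric enhancer portion). Calcium-bound dye fluorescence at 480/520 nm.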
# FLuc modulator: qHTS profiling assay for firefly luciferase inhibitor/activator using purifed enzyme and Km concentrations of substrates (counterscreen for miR-21 project) | Luciferin 4-monooxygenase (Photinus pyralis), P08659 | purified FLuc, Km substrates, luminescence inhibition | Potency, µM (doses to about 57.5 µM), for inactives: top-dose activity change, negative = inhibition, actives largely listed as inhibitors | 360,000 tested, 6.9% active | AID 588342, 2011;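 note: potency is the fitted concentration of half-maximal effect; plate controls were vehicle for no effect and reference inhibitor for full effect; nearly all actives have a fitted effect of over 55% in size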
#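 Purified P. pyralis luciferase (10nM final) with 10uM D-luciferin and 10uM ATP (Km levels) in 50mM Tris acetate pH 7.5, 10mM Mg acetate, 0.01% Tween-20, 0.05% BSA; qHTS 6-point titration, ~60 µM downward; luminescence read.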
# VP16 counter: VP16 counterscreen qHTS for inhibitors of ROR gamma transcriptional activity | Potency, µM (top dose mostly 53.6 µM), inactives show top-dose activity, negative = inhibition, actives largely listed as inhibitors | 310,000 tested, 3.5% active | Drosophila S2 Gal4-VP16 UAS-luciferase, luminescence, 20 h | AID 2546, 2010;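 note: Gal4-VP16 expression switched on by copper sulfate through the metallothionein promoter; potency is the fitted concentration of half-maximal effect; % is set by controls: 0 for no effect and ±100 for the full control effect; nearly all actives have a fitted effect of over 50% in size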
# Rab9 prom act: qHTS Assay for Rab9 Promoter Activators; Huh7 Rab9 promoter-luciferase reporter, luminescence, 24 h; Potency, µM (highest dose often 9.22 µM), for the others: at the top dose activation, negative = inhibition, hits mostly activators; 320,000 tested, 2.8% active; AID 485297, 2010; note: potency is the fitted concentration of half-maximal effect; % of control where 0% means no effect; nearly all actives have a fitted effect of over 60% in size
#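 Stable Rab9-luc Huh7, 1500 cells/well, 2 h settle; cmpd in DMSO, 24 h, 37 °C/5% CO2; luciferase reagent 10 min RT; luminescence.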
# Tb PFK inh: qHTS Assay to Find Inhibitors of T. brucei phosphofructokinase; ATP-dependent 6-phosphofructokinase (Trypanosoma brucei brucei), O15648; T. brucei PFK, ADP-Glo luminescence; Potency, µM (doses to about 57.5 µM), inactives show at the top dose activity, negative = inhibition, most hits filed as inhibitors; 330,000 tested, 0.17% active; AID 485367, 2010;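 note: potency is the fitted concentration of half-maximal effect; 0% = uninhibited 1x PFK enzyme wells and -100% = no-enzyme wells; nearly all actives have a fitted effect of over 60% in size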
#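 ADP-Glo luminescence quantified ADP after 45 min at room temperature, with 1.25 nM T. brucei PFK, 0.1 mM ATP and 0.5 mM fructose-6-phosphate in pH 8.0 TEA buffer. qHTS titrations up to 57 µM; curves classified by quality.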
# p53 reactivator: qHTS assay for re-activators of p53 using a Luc reporter; H1299 p53-A138V BP100-luciferase reporter, luminescence, 24 h; Potency, µM (titrated, usually from 92.2 µM), without a hit: at the top dose activity change, positive = activation, hits mostly activators; 320,000 tested, 0.063% active; AID 504706, 2011; note: potency is the fitted concentration of half-maximal effect; % of control where 0% means no effect; nearly all actives have a fitted effect of over 45% in size
#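 H1299 (p53-null), stable ts p53-A138V + BP100-Luc; 1000 cells/well, Opti-MEM/10% FBS; cpd 4 pt, 1:5; 24 h, 37 deg C, 5% CO2; detection reagent 10 min RT; luminescence.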
# Numbers without * were called inactive; ? = inconclusive; . = not tested or not shown. Unless noted, calls come from the whole dose curve; as a rule, active = well fitted curve in the direction sought with a large enough effect; inconclusive = small, poorly fitted or top-dose-only effect, or another doubt; inactive = no such curve, though single readings can be large; an effect the other way counts as inactive or inconclusive.
SMILES,RORgamma inh,BRCA1 expr act,NPC1 prom act,ELG1 genotox,ELG1 repair inh,TRPV1 ag,FLuc modulator,VP16 counter,Rab9 prom act,Tb PFK inh,p53 reactivator
CC(C)NC(=O)Nc1ccc2c(c1)C(=O)N([C@H](C)CO)C[C@H](C)[C@@H](CN(C)C(=O)Nc1ccccc1)O2,.,8%,.,3%,?,.,.,.,.,1%,3%
COc1ccccc1NC(=O)CCCn1c(=S)[nH]c2ccccc2c1=O,10µM*,-23%,-3%,-4%,?,6,1%,?,-6%,-3%,4%
CCOc1ccc(NC(=O)CN(C)C(=O)c2ccc(N3CCCCCC3)c([N+](=O)[O-])c2)cc1OCC,.,-39%,1%,-7%,?,2,-15%,.,-3%,3%,0%
C#CCOc1ccc(/C=N/O)cc1Cl,17%,38%,-1%,-1%,?,2,-14%,20%,13%,3%,19%
CCOc1ccc(N(CC(=O)Nc2ccc(OC)cc2)C2=NC3CS(=O)(=O)CC3S2)cc1 (centres undefined),-7%,-9%,2%,-4%,-2%,-4,0%,-4%,-1%,3%,1%
O=C(c1ccccc1Nc1ccc(SC(F)F)cc1)N1CCCCC1,7%,-8%,-1%,-6%,-10%,0,-1%,-1%,5%,1%,-6%
CCCC(=O)NCCc1nc2ccccc2n1CCC,6%,0%,0%,2%,3%,1,-1%,29%,-4%,-6%,-10%
Cc1cc(C)nc(SCC(=O)c2ccc(O)cc2O)n1,17%,3%,6%,-6%,7%,0,-4%,?,2%,-2%,4%
NC(=S)NNC(=O)C12CC3CC(CC(C3)C1)C2,?,-1%,-1%,2%,1%,?,6%,?,-8%,1%,1%
Cc1c(C)c2cc(Cl)c(OCC(=O)NC3CC(C)(C)NC(C)(C)C3)cc2oc1=O,-9%,-32%,-3%,?,?,-2,2%,-10%,-2%,-2%,-7%
O=C(CN1CCC(NC(=O)c2ccccc2F)CC1)Nc1ccc2c(c1)OCO2,-1%,34%,-8%,0%,7%,-1,3%,-5%,-4%,0%,3%
Brc1ccc(OCCCCCN2CCOCC2)cc1,15%,-9%,2%,-16%,-18%,2,-3%,1%,0%,-2%,3%
CC(=O)Nc1ccc(NC(=O)c2cccc3ccccc23)cc1,-11%,15%,-4%,-23%,-1%,0,2%,-2%,-5%,3%,.
CCOc1ccc(NC(=O)c2cnc3scc(C)n3c2=O)cc1,-7%,-9%,?,?,?,0,?,-7%,26%,-9%,?
COCC(=O)Nc1nnc(Cc2ccc(OC)c(OC)c2)s1,-4%,16%,2%,2%,16%,-2,3%,2%,10%,4%,-4%
CC(C)CCN(C(=O)c1csnn1)C(C(=O)NC1CCCC1)c1ccc(F)cc1 (centres undefined),4%,-41%,7%,1%,-10%,?,19µM*,-1%,-3%,-6%,1%
CCOc1ccc2nc(NC(=O)CC3Oc4ccccc4NC3=O)sc2c1 (centres undefined),22%,-6%,-2%,6%,?,-1,-18%,-2%,-3%,0%,-2%
CCn1c(=O)c(C(=O)NNS(=O)(=O)c2ccc(Br)cc2)c(O)c2ccccc21,-7%,-25%,-2%,-2%,-2%,0,?,1%,-11%,-6%,5%
Cc1cccc(C(=O)O/N=C/c2c(Cl)n(C)c3ccccc23)c1,-5%,-36%,-1%,-1%,2%,1,?,7%,1%,-2%,1%
COc1ccc(OCCC(=O)OCC(=O)NC2CCCCCCC2)cc1,1%,31%,-6%,1%,2%,26,-5%,5%,2%,-2%,2%
CCCc1cc(=O)oc2cc(C)cc(OCC(=O)NC3CCN(Cc4ccccc4)CC3)c12,2%,24%,-6%,-9%,-8%,2,5%,1%,0%,1%,-5%
O=C(O)c1ccccc1Oc1ccc(Oc2ccccc2)cc1,34%,22%,-1%,-4%,-4%,0,?,3%,1%,2%,3%
CCC(Oc1ccccc1)C(=O)N1CCN(CC)CC1 (centres undefined),-13%,-3%,-2%,-1%,0%,-1,0%,-9%,-3%,1%,-3%
COCCNC(=O)CN1C(=O)COc2ccc(S(=O)(=O)N3CC(C)CC(C)C3)cc21 (centres undefined),-18%,-19%,-2%,-1%,24%,-1,0%,-3%,-5%,0%,10%
O=C(CN1C(=O)S/C(=C/C=C/c2ccccc2)C1=O)Nc1ccc(C(=O)O)cc1,12%,55%,-5%,9%,23%,2,4.8µM*,4%,-7%,-1%,18%
COCCN(CC(=O)Oc1ccccc1P(=O)(OC)OC)Cc1ccccc1,-12%,1%,-1%,0%,13%,-1,0%,-1%,2%,7%,-5%
O=C(Cn1cnc2c(oc3ccccc32)c1=O)N1CCCC1,19%,11%,-3%,15%,?,-5,?,4%,-2%,-6%,5%
O=C(OC1CCCCC1)c1ccc(NC(=O)c2ccco2)cc1,44%,83%,?,8%,?,?,13µM*,1%,3.5µM*,0%,?
O=C(CCN1C(=O)C2C3C=CC(C3)C2C1=O)N1CCN(c2ccc([N+](=O)[O-])cc2)CC1 (centres undefined),32%,-15%,-9%,-5%,?,-3,0%,-5%,-4%,3%,1%
Cc1ccc(S(=O)(=O)N2CCC(C(=O)OCc3ccc([N+](=O)[O-])cc3)CC2)cc1,4%,-9%,9%,0%,-17%,0,-4%,-12%,-1%,?,6%
CS(=O)(=O)N(CC(=O)N1CCOCC1)c1cccc(Cl)c1Cl,-10%,11%,-1%,-4%,7%,-3,-3%,1%,5%,-6%,29%
COc1cc(C(=O)Nc2ccc(NC(=O)C3CCCCC3)nc2)cc(OC)c1OC,0%,-30%,-4%,0%,-6%,-1,4%,5%,2%,-5%,-10%
COc1ccc(CCNC(=O)C(=O)NCCC2CCCCN2S(=O)(=O)c2cccs2)cc1 (centres undefined),.,-34%,0%,-6%,?,11,1%,.,1%,-9%,3%
CCc1ccc(Nc2cnn(C34CC5CC(CC(CC(=O)O)(C5)C3)C4)c(=O)c2Cl)cc1,0%,-16%,-4%,3%,14%,-1,-15%,-7%,-1%,3%,1%
CC(=O)N1CCN(c2ccc(NC(=O)c3ccc4c(c3)OCO4)cc2)CC1,25%,6%,0%,2%,25%,0,-15%,3%,-1%,3%,-3%
Cc1cc(C)c(S(=O)(=O)N2CCN=C2c2ccccc2)c(C)c1,-19%,-36%,-4%,-4%,-1%,6,1%,-18%,0%,?,-13%
COC(=O)c1ccc(NC(=O)c2ccc(C)cc2)o1,?,34%,15%,2%,?,18,19µM*,1%,24%,-4%,29%
COc1ccccc1-n1c(SCC(=O)Nc2ccc(F)cc2)nc2c(c1=O)SCC2,32%,-27%,-2%,-4%,-24%,16,-4%,-5%,-6%,0%,-9%
Cc1ccc(SCCNC(=O)c2ccc(C)c(S(=O)(=O)Nc3cccc(C)c3)c2)cc1,?,-36%,0%,-8%,?,-1,4%,-7%,-4%,1%,-8%
Cc1ccc(C(=O)NCc2ccc(N3CCN(C)CC3)cc2)cc1C,-18%,68%,-2%,5%,?,8,-2%,-11%,-1%,-3%,4%
CCCC(=O)NC(C)C(c1cccs1)N1CCN(c2ccccc2)CC1 (centres undefined),-2%,-25%,-3%,-3%,-8%,5,1%,-5%,-6%,3%,-11%
CC(C)C(=O)N1CCN(c2nc3ccc(Cl)cc3s2)CC1,?,5µM*,2.5µM*,?,?,19,?,3%,?,0%,6%
Cc1cc(C)n(-c2nncn2NC(=O)c2ccc(Cl)cc2O)n1,16%,-41%,3%,0%,4%,0,-2%,-8%,11%,1%,-6%
O=P(OC1CCS(=O)(=O)C1)(c1ccccc1)c1ccccc1 (centres undefined),6%,7%,-2%,5%,11%,-3,3%,-6%,6%,-2%,-1%

# Taken from above:
# In BRCA1 expr act, `O=P(OC1CCS(=O)(=O)C1)(c1ccccc1)c1ccccc1` (centres undefined) has the entry 7%
# In FLuc modulator, `CCCC(=O)NC(C)C(c1cccs1)N1CCN(c2ccccc2)CC1` (centres undefined) has the entry 1%

# Compounds as they come; any-hit rate near 15%.
